APJ antag = antagonists of human APJ apelin receptor; P35414; CHO-K1 APJ beta-arrestin complementation, luminescence; inhibition, % at 20 µM; 0.32% of 330,000 active; AID 2521;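 active = inhibition above about 40% at 20 µM, limit read from the data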;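 also: cells challenged with 10 nM apelin-13 agonist together with compound; plate controls were apelin-13 plus DMSO wells for no effect and DMSO wells lacking apelin-13 for full effect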
CXCR6 inh = CXCR6 (human) receptor inhibition; O00574; CHO-K1 PathHunter CXCR6 beta-arrestin, luminescence; inhibition, % at 20 µM; 0.36% of 360,000 active; AID 602244; in the data active = inhibition above about 34%, passing the limit was not always enough;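 also: antagonist mode with CXCL16 agonist at 10 nM final; 0% = 10 nM CXCL16 with DMSO and 100% = unstimulated wells without agonist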
Target sequence (O00574 whole entry, looked up): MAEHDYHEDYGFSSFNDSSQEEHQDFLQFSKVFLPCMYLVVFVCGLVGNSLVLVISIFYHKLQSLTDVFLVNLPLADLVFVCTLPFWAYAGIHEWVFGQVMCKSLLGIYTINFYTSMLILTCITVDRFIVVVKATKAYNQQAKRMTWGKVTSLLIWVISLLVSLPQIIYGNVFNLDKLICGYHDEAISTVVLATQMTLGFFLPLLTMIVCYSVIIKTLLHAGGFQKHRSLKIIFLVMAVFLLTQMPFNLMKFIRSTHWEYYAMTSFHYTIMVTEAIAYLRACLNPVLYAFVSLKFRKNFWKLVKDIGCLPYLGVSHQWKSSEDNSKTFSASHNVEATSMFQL
Jurkat NFkB inh = inhibitors of the PMA/ionomycin-induced NF-kB reporter in Jurkat cells; PMA/ionomycin-induced NF-kB luciferase reporter, luminescence; inhibition, % at 4 µM; 0.53% of 330,000 active; AID 435003; in the data active = inhibition above about 50%
UBC13 polyUb = blocks human UBC13 polyubiquitin chain formation; TR-FRET; P61088; inhibition, % at 20 µM; AID 485273; 0.47% of 330,000 active; in the data active = inhibition above about 45%, passing the limit was not always enough
CCR6 antag = blocks CCL20-driven beta-arrestin recruitment at human CCR6; 0.49% of 340,000 active; inhibition, % at 20 µM; CHO-K1 CCR6 PathHunter beta-arrestin, luminescence, CCL20-stimulated; P51684;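 active = compounds whose inhibition of the agonist-driven luminescence signal at 20 µM reaches about 50%, limit read from the data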;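 also: cells stimulated with CCL20 at 14 nM final; plate controls were DMSO with CCL20 for no effect and DMSO without agonist for full effect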
Target sequence (P51684 whole entry, looked up): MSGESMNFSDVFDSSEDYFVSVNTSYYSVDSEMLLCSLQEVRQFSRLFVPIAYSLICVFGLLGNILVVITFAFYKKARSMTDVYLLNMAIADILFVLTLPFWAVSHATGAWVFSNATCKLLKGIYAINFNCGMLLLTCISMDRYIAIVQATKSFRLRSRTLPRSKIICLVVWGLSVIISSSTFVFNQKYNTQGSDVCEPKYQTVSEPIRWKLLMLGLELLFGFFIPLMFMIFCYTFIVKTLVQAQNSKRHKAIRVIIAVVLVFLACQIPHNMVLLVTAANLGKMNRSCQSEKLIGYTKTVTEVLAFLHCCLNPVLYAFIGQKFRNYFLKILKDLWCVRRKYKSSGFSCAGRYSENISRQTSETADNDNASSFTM
Gli-Sufu antag = Gli-Sufu pathway antagonism. 0.74% of 340,000 active. Sufu-KO-LIGHT fibroblasts, Gli luciferase reporter luminescence. AID 588413. inhibition, % at 5 µM;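 active = inhibition above about 55%, limit read from the data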;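 also: 0% = DMSO-treated cells and 100% = wells with medium but no cells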
EBI2 antag = antagonists of human EBI2 receptor | inhibition, % at 5 µM | EBI2 beta-arrestin recruitment, luminescence, 7a,25-OHC stimulated | P32249 | 0.81% of 360,000 active; in the data active = inhibition above about 38%;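 also: enzyme fragment complementation signal reports receptor beta-arrestin coupling in cells; 0% = agonist plus DMSO wells and 100% = wells without agonist; some results beyond the cut were filed as inactive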
Target sequence (P32249 whole entry, looked up, the tested form may be a part): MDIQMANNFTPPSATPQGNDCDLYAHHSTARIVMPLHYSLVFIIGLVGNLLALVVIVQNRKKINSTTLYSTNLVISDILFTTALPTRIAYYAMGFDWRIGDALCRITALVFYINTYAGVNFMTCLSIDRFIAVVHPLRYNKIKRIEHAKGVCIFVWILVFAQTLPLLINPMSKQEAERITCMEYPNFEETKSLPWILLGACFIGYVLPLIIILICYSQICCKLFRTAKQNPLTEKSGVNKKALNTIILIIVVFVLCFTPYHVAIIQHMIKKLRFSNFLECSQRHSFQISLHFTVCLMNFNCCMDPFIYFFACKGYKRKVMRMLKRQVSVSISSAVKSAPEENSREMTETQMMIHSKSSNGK
697 NFkB inh = inhibitors of the PMA/ionomycin-induced NF-kB reporter in 697 B cells. 697 B-cell NF-kB luciferase reporter, 16 h. inhibition, % at 4 µM. AID 435022. 0.33% of 330,000 active; in the data active = inhibition above about 35%
* hit, by the source's call; . = not tested or not shown.

canonical_smiles	APJ antag	Jurkat NFkB inh	CCR6 antag	CXCR6 inh	EBI2 antag	Gli-Sufu antag	UBC13 polyUb	697 NFkB inh
CC(=O)Nc1ccc(C(=O)Nc2cccc(S(=O)(=O)N(C)c3ccccc3)c2)cc1	4.8	1.8	-3.1	-15.5	1.3	-21.5	1.0	-2.4
Cn1c(=O)c2c(ncn2CC(=O)Nc2ccc3c(c2)OCO3)n(C)c1=O	-0.6	-3.0	8.9	-7.1	-1.3	-0.8	-0.8	18.4
CCC1=C(OC(=O)N(CC)CC)N2C(=O)OC(=NCC3CC3)[C@]2(Cc2ccccc2)[C@H]2C1=CC[C@H]1C(=O)NC(=O)[C@H]12	13.8	10.0	18.4	1.3	19.9	-0.4	1.0	4.2
Cn1nc(C(=O)NNC(=O)c2ccccc2F)c2ccccc2c1=O	-4.3	0.5	10.7	-0.5	-5.8	0.1	1.3	1.8
COc1ccc(C2C(C(=O)NCc3cccnc3)c3cc(OC)c(OC)cc3C(=O)N2C)cc1 (stereo not drawn)	-13.7	18.2	-0.1	-3.2	5.3	3.5	-3.9	21.8
CC(C)(C)c1cc(/C=N/NC(=O)C[n+]2ccccc2)cc(C(C)(C)C)c1O	6.1	1.1	-8.6	-3.0	-6.0	1.1	9.9	7.5
CCOC(=O)c1cnc2c(C)c(C)ccc2c1Nc1ccc(S(=O)(=O)Nc2ncccn2)cc1	6.4	1.7	-7.6	-0.8	7.6	-8.7	-1.1	-14.3
CCCCn1c(N)c(N(Cc2ccccc2OC)C(=O)COc2ccccc2C#N)c(=O)[nH]c1=O	-3.7	3.8	0.5	-7.7	-8.0	9.2	17.0	-0.2
CCN(CC)S(=O)(=O)c1ccc(N2CCOCC2)c(NCC(=O)Nc2ccc(F)cc2)c1	4.3	16.7	21.8	-8.4	4.6	-1.3	1.9	20.3
O=c1oc(-c2ccccc2F)nc2scc(-c3ccccc3)c12	10.3	-59.3	18.3	12.7	-15.3	18.3	4.5	-228.3
CC(=O)Nc1ccc(SC[C@H](CC(C)C)N2CCN(CC(C)C)CCC2=O)cc1	6.5	9.3	15.0	-1.2	3.6	33.7	1.5	-0.5
COc1cc(C)c(CN2CCN(CC(=O)Nc3ccccc3C(=O)NC3CC3)CC2)cc1OC	14.3	1.7	6.8	-0.6	8.9	3.4	10.9	1.7
CC(=O)C(C)Oc1ccc2c3c(c(=O)oc2c1)CCCCC3 (stereo not drawn)	-4.6	-75.9	-15.9	-2.5	-3.6	-48.5	14.3	-33.2
CC(C)c1nc2oc3c(NCCO)ncnc3c2c2c1COC(C)(C)C2	10.1	-13.8	10.9	-1.2	-5.1	-0.3	6.7	11.6
COc1ccc(/C=C/C2=NN(C)C(=O)CC2)cc1	-4.3	-57.9	-7.5	-9.3	-3.0	-42.0	-2.7	-69.2

3 of the entries above in order of the APJ antag value, largest number first:
canonical_smiles,APJ antag
CC(C)c1nc2oc3c(NCCO)ncnc3c2c2c1COC(C)(C)C2,10.1
CCOC(=O)c1cnc2c(C)c(C)ccc2c1Nc1ccc(S(=O)(=O)Nc2ncccn2)cc1,6.4
COc1ccc(/C=C/C2=NN(C)C(=O)CC2)cc1,-4.3

Continuation.
canonical_smiles	APJ antag	Jurkat NFkB inh	CCR6 antag	CXCR6 inh	EBI2 antag	Gli-Sufu antag	UBC13 polyUb	697 NFkB inh
CC(=O)Nc1ccc(NC(C)=O)s1	-0.6	-11.5	4.7	5.2	1.3	3.8	6.3	4.9
CCS(=O)(=O)c1ccc(C(=O)Nc2ccccc2)c(Cl)c1Cl	-3.1	2.4	25.8	-4.7	-5.0	11.2	0.9	1.2
Cc1c(N)cccc1N	-4.4	10.6	-2.7	6.1	5.2	3.1	-2.6	11.7
Cc1cc(C)cc(C(=O)NC(CC(N)=O)c2ccc(N3CCCCCC3)c([N+](=O)[O-])c2)c1 (stereo not drawn)	6.8	-10.3	5.7	11.8	-7.3	-2.0	-8.4	2.4
Cn1c(=O)cc(Nc2ccc(Cl)cc2)[nH]c1=O	18.3	6.8	4.0	-6.3	0.9	4.5	-3.9	5.5
Nc1nc(CCl)nc(Nc2ccccc2)n1	1.1	15.5	0.6	-4.0	9.3	-3.1	2.7	10.3
COc1ccc(C(=O)NCCCNC(=O)c2ccccn2)cc1	25.0	13.7	-3.4	-1.7	-2.6	9.4	-5.4	-15.0
COc1ccc(C(CNC(=O)CCNC(=O)c2ccc(Br)cc2)N2CCOCC2)cc1 (stereo not drawn)	14.6	14.5	-16.5	0.1	-6.2	-9.8	0.5	7.6
CCC(C)C(N)C(=O)NC(CCC(=O)OCc1ccccc1)C(N)=O (stereo not drawn)	9.7	-1.7	-10.2	7.7	5.7	-6.0	10.5	6.9
O=C(COC(=O)C1CCCCC1)Nc1cccc(Br)c1	4.5	-5.0	-0.9	-6.1	0.8	-2.9	-14.2	2.6
CCOc1cc(C2C3=C(CC(C)(C)CC3=O)N(CCCOC)C3=C2C(=O)CC(C)(C)C3)ccc1OC	-15.8	-4.5	-4.5	0.3	1.7	.	-9.4	4.7
COc1ccccc1C(=O)NC(=O)COC(=O)c1ccc([N+](=O)[O-])cc1Cl	-86.9	1.0	-9.4	-4.9	-23.0	-6.5	1.7	12.2
COCC1CCN(C(=O)c2ccc(OC3CCN(Cc4ccccn4)CC3)cc2)C1 (stereo not drawn)	-6.8	-3.1	6.6	-6.0	-20.6	3.6	-0.6	2.9
CCOc1cc2[nH]c(=S)n(Cc3ccc(C(=O)N4CCN(C)CC4)cc3)c(=O)c2cc1OCC	11.3	-15.2	10.6	0.6	5.4	-1.4	0.5	-32.4
O=C(NC(=S)NCC1CCCO1)c1ccccc1F (stereo not drawn)	9.1	-2.4	8.4	5.9	-5.9	-14.5	-18.5	-26.9

An excerpt from further up, for reference:
canonical_smiles	APJ antag	Jurkat NFkB inh	CCR6 antag	CXCR6 inh	EBI2 antag	Gli-Sufu antag	UBC13 polyUb	697 NFkB inh
CCS(=O)(=O)c1ccc(C(=O)Nc2ccccc2)c(Cl)c1Cl	-3.1	2.4	25.8	-4.7	-5.0	11.2	0.9	1.2
Cc1c(N)cccc1N	-4.4	10.6	-2.7	6.1	5.2	3.1	-2.6	11.7

(next part)
canonical_smiles	APJ antag	Jurkat NFkB inh	CCR6 antag	CXCR6 inh	EBI2 antag	Gli-Sufu antag	UBC13 polyUb	697 NFkB inh
COc1ccccc1N1CCN(C2CCCN(C(=O)CCn3cncn3)C2)CC1 (stereo not drawn)	-0.6	4.6	13.8	0.9	-0.4	1.4	-5.4	2.0
Cc1ccc(C(=O)NCCCNCCCNC(=O)c2ccc(C)nc2)cn1	7.3	4.4	-0.3	0.0	2.1	-16.0	24.4	22.1
O=C(Nc1ccc(N2CCOCC2)cc1)c1ccc(Cl)c(S(=O)(=O)N2CCCCC2)c1	-59.0	50.9*	-4.4	-3.9	-3.7	39.3	0.7	26.7
Cc1ccccc1CSc1nnc(C)c(=O)n1N	20.4	-0.3	-1.8	-2.9	-7.6	3.2	1.6	3.5
COc1ccc(-c2nn(CCC#N)cc2C(=O)Nc2ccccn2)cc1OC	11.0	5.3	15.5	1.2	-1.7	5.7	3.7	9.9
COC(=O)Cc1ccc(NC(=O)c2ccc3c(c2)C(=O)N(CC2CCCO2)C3=O)cc1 (stereo not drawn)	-12.1	8.1	10.5	-2.6	12.7	27.4	-8.1	7.8
Cc1ccccc1NC(=O)c1ccc(F)c(S(=O)(=O)N2CCN(c3ccccn3)CC2)c1	1.8	9.5	10.3	2.5	3.7	7.0	9.5	11.1
Cc1ccc(C(=O)N/C(=C/c2cccs2)C(=O)NCCCn2ccnc2)cc1	5.2	10.9	2.5	-8.0	-0.7	1.7	10.3	12.7
COc1ccc(CCN(C)C(=O)c2cc(S(=O)(=O)N3CCCCC3)ccc2Cl)cc1OC	6.6	17.6	3.5	3.7	-0.7	2.2	5.1	-19.0
NS(=O)(=O)c1ccc(CNC(=O)/C=C/c2c(Cl)cccc2Cl)cc1	-7.7	-1.3	.	.	.	.	4.6	3.8
O=C(COc1ccccc1)N=C1SC2CS(=O)(=O)CC2N1c1cccc(F)c1 (stereo not drawn)	3.9	-9.3	10.5	1.7	9.1	39.9	-0.3	3.5
Cc1ccccc1CNC(=O)c1ccccc1N	7.2	10.8	1.0	-6.5	-2.5	-3.7	19.7	8.6
O=C(CC1CCCCC1)NCc1ccc(F)cc1	-19.2	-8.4	-7.4	0.7	7.4	-16.4	-13.2	7.1
Cc1ccc(NC(=O)c2cnccn2)cc1	-9.6	-39.9	16.2	2.8	-12.8	-52.0	8.5	-32.7
CCC(CO)Oc1cc(NCc2cccc(F)c2)c2ncn(C(C)C)c2c1 (stereo not drawn)	6.6	3.4	6.8	-7.3	-7.8	3.6	-5.0	-13.4
COc1ccc(NC(=O)CSc2nnc(-c3ccccc3C)n2C)cc1	0.5	3.4	-2.1	-5.0	-6.0	6.8	-10.9	-9.3
COc1cc(C(=O)OCCCN(C)C)cc(OC)c1OC	3.7	-0.1	-1.0	2.7	7.5	5.7	3.2	11.5
Cc1cccnc1NC(=O)c1ccc(Cl)c(S(=O)(=O)N2CCCCC2)c1	6.6	8.5	11.9	9.2	-2.6	-8.1	0.9	3.1
Cc1nc2ccc(NC(=O)c3cncc(Br)c3)cc2s1	-0.9	-30.3	5.3	-3.6	-6.1	-27.9	-4.8	-28.0
CC(=O)c1cccc(NC(=O)C2CCCN2S(=O)(=O)c2cccc3nsnc23)c1 (stereo not drawn)	10.5	14.8	4.6	4.3	-1.0	2.6	-4.7	5.0
CCC(C)(C)NC(=O)/C=C/c1cccs1	-16.9	10.0	1.3	-4.3	-4.2	-4.4	-13.5	5.6
CCCC(=O)Nc1nnc(COC)s1	-4.8	-3.7	-20.3	-5.2	-10.0	2.9	-8.4	-9.4
O=C(CN1CCOCC1)NCc1ccccc1Cl	-24.1	-9.0	10.0	0.9	0.8	-7.1	3.1	-8.0
Cc1ccccc1CN(c1ccc(C(=O)NCc2cccnc2)cc1)S(C)(=O)=O	5.8	12.6	15.3	2.5	4.0	2.4	-7.4	-3.6
Cc1cccc(C)c1NC(=S)N(C)CCc1ccccn1	-7.8	-0.2	8.5	-3.2	-9.1	3.1	-0.1	10.9
CC(C)OC(=O)N(C)c1ccc(C(O)(C(F)(F)F)C(F)(F)F)cc1	7.9	1.8	6.2	0.4	-33.1	-13.2	2.8	-45.3
COc1ccc(/C=C/C(=O)OCC(=O)Nc2c(C)cccc2C)cc1	6.0	-0.9	-9.4	0.7	11.4	-6.5	2.0	16.9
O=C(O)COc1ccccc1/C=N/NC(=O)c1cccc(S(=O)(=O)N2CCOCC2)c1	-16.3	-2.6	-10.8	0.7	0.3	0.2	-1.9	16.5
C=Cc1cc2c(cc1O)CCC1C2CCC2(C)C(O)CCC12 (stereo not drawn)	.	.	14.6	-12.0	18.1	0.2	.	.
CCOC(=O)C1CCN(C(c2cc3ccc(C)cc3[nH]c2=O)c2nnnn2C2CCCCC2)CC1 (stereo not drawn)	9.5	6.5	-19.3	-1.8	8.2	2.6	27.6	18.0
COc1ccccc1N1CCN(CC(=O)Nc2ccc(S(=O)(=O)N3CCCCCC3)cc2)CC1	-3.1	10.2	-2.5	1.5	6.2	8.4	11.1	-29.8
CN1CCN(S(=O)(=O)c2cccc(C(=O)NCc3ccc(Cl)cc3)c2)CC1	6.0	-4.0	6.4	-4.2	-8.4	4.8	5.3	-14.9
Cc1ccc2c(c1)N(CC(=O)Nc1ccccc1F)C(=O)C(C)O2 (stereo not drawn)	.	.	16.1	-0.1	-9.1	27.8	.	.
COc1ccc(NC(=O)c2ccc3c(c2)OCO3)cc1	-10.2	-108.9	10.7	-1.9	3.7	-76.6	-5.8	-155.2
CCCN(CCC)C(=O)CCS(=O)(=O)c1cccc2nsnc12	-5.6	2.5	2.1	-3.7	5.1	6.4	-4.1	-21.5
COc1ccc([N+](=O)[O-])cc1NC(=O)CC1SC(=Nc2cccc(C)c2C)N(/N=C(\C)c2ccc(C)cc2)C1=O (stereo not drawn)	14.8	8.7	2.9	1.0	3.2	25.0	-14.7	5.0
CN1CCN(c2nc(-c3cccs3)cs2)CC1	13.2	5.0	-4.0	-6.3	-2.2	-3.6	11.7	6.1

Screens (PubChem BioAssay)
